WT yeast gro inh – growth inhibition of WT yeast, mitochondrial fusion screen | mitochondrial fusion phenotypic screen, WT strain | inhibition, % at 10 µM | 190,000 tested, 2.1% active; in the data active = inhibition above about 58%; tested in S. cerevisiae
P. falciparum M1AAP – P. falciparum M1AAP inhibitors, biochemical, fluorogenic H-Leu-NHMec substrate, 1536-well (AID 1445); recombinant M1AAP, H-Leu-NHMec fluorogenic kinetic assay; higher % means a stronger effect; inhibition, % at 30 µM, or IC50 in µM where a hit was titrated; 220,000 tested, 0.42% active;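 active = primary inhibition above the hit cutoff, then over 50% inhibition at one or more dose response concentrations, cut at about 23% in these data, passing the limit was not always enough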;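 note: plate controls were DMSO full reaction for no effect and no enzyme background for full effect; strong numbers were not always called active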
b-catenin transl – alters nuclear translocation of beta-catenin in HeLa cells; immunofluorescence imaging; nuclear translocation activity, % at 5 µM; 190,000 tested, 0.3% active; AID 1665;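 active = nuclear translocation activity above 50% at 5 µM, with a well cell count of 50 or more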;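 note: per-cell ratio of nuclear to cytoplasmic median beta-catenin stain intensity; plate controls were DMSO negative control for no effect and GSK-3 inhibitor IX positive control for full effect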
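Test system: HeLa cells, endogenous beta-catenin; Compound: single 5 µM dose plus 0.02–20 µM confirmation series; Times: compound exposure 24 h at 37°C; Signal: fluorescence imaging of beta-catenin antibody stain plus DAPI; Read-out: % activation, nuclear-to-cytoplasmic median beta-catenin signal ratio per cell.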
MT stabilizer – microtubule stabilization, imaging screen; HeLa tubulin immunostaining HCS, 24 h; share of cells brighter than vehicle mean+2SD; 200,000 tested, 0.83% active; % tubulin-high responders, % at 10 µM;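 active = plate Z-score above 3 for both tubulin-high and condensed-nucleus cell shares, with cell loss under 80%, at 10 µM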;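 note: anti alpha tubulin signal scored within the nucleus-defined area of each cell; some results filed as inactive read as strong as hits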
Autophagy mod – alters autophagy in cells; calls only at 10 µM (by protocol); 190,000 tested, 0.98% active; MEF GFP-LC3 puncta imaging; test concentration mostly 10 µM; AID 463193;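 active = percentage of spot-positive cells more than 3 SD above its plate mean, without a fluorescence outlier flag or 80% toxicity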;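 note: spot-positive cell cutoff set from DMSO-treated cells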
T cell HTS – T cell immune modulators affecting CD8 T cell-vesicle binding | 2C CD8+ T cell-vesicle binding, flow cytometry; stronger effect = lower value | calls only at 7 µM | 330,000 tested, 0.068% active | AID 2052;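 active = response, share of CD8 T cells binding vesicles, and their 90th percentile fluorescence all below set limits, cut at about 80% in these data, passing the limit was not always enough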
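Benchmarks: naked versus QL9-loaded vesicles / Assay system: purified 2C TCR transgenic mouse naive CD8+ T cells / Technique: high-throughput flow cytometry with anti-B7-1 and anti-CD8 staining / Timing: Cell–vesicle co-incubation 1.5 h at 37 °C, staining 20 min on ice / Read-out: percent CD8+ FL2 mean versus row control / Probe or stimulus: QL9-loaded Drosophila micro-vesicles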
P. falciparum M17LAP – P. falciparum M17LAP inhibitors, primary screen, biochemical, fluorogenic H-Leu-NHMec substrate, 1536-well (AID 1619); recombinant M17LAP, H-Leu-NHMec fluorogenic kinetic assay; higher % means a stronger effect; inhibition, % at 30 µM; hits with a dose series show IC50 in µM; 220,000 tested, 0.38% active;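 active = compound inhibiting the enzyme by more than half at any dose during confirmatory dose-response retesting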;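 note: plate controls were full reaction with DMSO carrier for no effect and no enzyme background for full effect; strong numbers were not always called active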
Dynein cargo inh – blocks dynein driven cargo transport along microtubules; 3617.4 mouse cells, GR-EGFP nuclear translocation imaging; test concentration mostly 20 µM; stimulated with dexamethasone, 1 µM; stronger effect = lower value; z-score, hits read low; 220,000 tested, 0.47% active;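 active = plate z-score of nuclear minus cytoplasmic receptor signal below a set negative limit, without overly bright fluorescence or cell loss, cut at about -3.5 in these data, passing the limit was not always enough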;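 note: z-score of nuclear minus cytoplasmic ring GR-EGFP intensity difference per well; some compounds called inactive have numbers as strong as hits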
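Schedule: 48 h induction, then 1 h compound, then 30 min agonist, 37 °C. Buffer or medium: tetracycline-free induction medium containing charcoal-stripped FBS. Reagent: 1.0 µM final dexamethasone stimulus. Evaluation: nuclear versus cytoplasmic GR-EGFP signal, averaged per well. Signal: high-content fluorescence imaging after fixation.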
Yfh1-depleted yeast – mitochondrial function rescue without frataxin homolog – Friedreich's ataxia, plus single-dose screen, dose response (AID 1465) | 220,000 tested, 0.074% active | S. cerevisiae Yfh1-off respiration, WST-1 reduction, 72 h; higher fold induction means a stronger effect | fold induction at 50 µM; hits with a dose series show EC50 in µM;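 active = fold induction of absorbance versus untreated yeast above a set limit, then at least 30% activation at any dose in follow-up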;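 note: activators that raise dye reduction in frataxin-depleted yeast; strong numbers were not always called active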
WT yeast gro inh mutant strain – recorded beside WT yeast gro inh, whose call it bears; inhibition, %; mitochondrial fusion phenotypic screen, mutant strain inhibition
Dynein cargo inh cytoplasmic EGFP – recorded beside Dynein cargo inh, whose call it bears; z-score; measured here: cytoplasmic GR-EGFP intensity; stronger effect = higher value
Dynein cargo inh nuclear GR-EGFP – also measured in Dynein cargo inh; calls as there; z-score; measured here: nuclear GR-EGFP intensity;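 lower value marks the stronger effect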
Dynein cargo inh cell count – second read-out of Dynein cargo inh, no call of its own (marks repeat the call); z-score; measured here: cell count per field
b-catenin transl cell count 5 µM – also measured in b-catenin transl; calls as there; cell count; measured here: cell count, cytotoxicity flag
T cell HTS vesicle-bound % – second read-out of T cell HTS, no call of its own (marks repeat the call); double positive events, %; measured here: CD8+ vesicle-bound cell fraction;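 binding gate set so that unloaded-vesicle control wells show 10% double positive cells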
MT stabilizer Hoechst-high % – second read-out of MT stabilizer, no call of its own (marks repeat the call); % Hoechst-high responders; measured here: nuclear condensation Hoechst responders;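 share of cells brighter than vehicle mean plus two SD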
MT stabilizer cytotoxicity % – second read-out of MT stabilizer, no call of its own (marks repeat the call); toxicity, %; measured here: cytotoxicity by cell density;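 0% = mean cell density of plate MIN control wells and 100% = no cells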
Autophagy mod cell loss 18 h – also measured in Autophagy mod; calls as there; toxicity, %; measured here: cell loss, nuclei count;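 cell loss after 18 h compound exposure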
The depositor's hits bear a star; i = inactive; . = no result given; + = active, no number.

SMILES	WT yeast gro inh	WT yeast gro inh mutant strain	P. falciparum M1AAP	b-catenin transl	b-catenin transl cell count 5 µM	MT stabilizer	MT stabilizer Hoechst-high %	MT stabilizer cytotoxicity %	Autophagy mod	Autophagy mod cell loss 18 h	T cell HTS	T cell HTS vesicle-bound %	P. falciparum M17LAP	Dynein cargo inh	Dynein cargo inh cytoplasmic EGFP	Dynein cargo inh nuclear GR-EGFP	Dynein cargo inh cell count	Yfh1-depleted yeast
O=C(CCC1CCCCC1)Nc1nccs1	20	11	-1%	1.9	1661	2.0	1.4	7.4	i	15	i	59	3%	-0.87	-0.3	-0.67	0.63	i
CCc1ccc2nc(Nc3ncc(C(C)=O)c(C)n3)nc(C)c2c1	.	.	-5%	-0.2	1258	.	.	.	.	.	i	22	4%	0.67	-0.25	0.8	-0.6	i
CCN1CCN(CCCN(Cc2ccco2)C(=S)Nc2ccc(Cl)c(C)c2)CC1	16	18	1%	-3.5	1149	6.0	2.4	24	i	-2	i	31	0%	-0.87	-0.29	-0.1	0.89	i
O=C(O)CCN=C1CCCc2ccccc2N1	0	-4	-2%	.	.	5.9	2.9	6.4	i	8	i	7	-4%	-0.89	0.07	-0.066	0.77	i
COc1ccccc1-c1nnc(SCC(=O)NC2CCS(=O)(=O)C2)n1CCc1ccccc1 (stereo unspecified)	-8	21	-3%	1.7	441	1.5	2.7	10	i	3	i	54	-10%	0.71	-0.25	0.5	-0.36	i
Cc1nc2c(c(=O)c3ccccc3n2C)c(=O)n1-c1ccc(F)cc1	.	.	10%	-1.2	1318	.	.	.	.	.	i	39	4%	0.83	-0.29	0.31	0.22	i
COc1cccc(C2=NOC(C(=O)Nc3cc(C)on3)C2)c1OC (stereo unspecified)	.	.	-7%	0.1	1319	.	.	.	.	.	i	34	-8%	1.5	-0.63	0.41	-0.86	i
CCC(c1nnnn1C1CCCC1)N1CCN(c2ccccc2)CC1 (stereo unspecified)	19	19	3%	.	.	1.1	1.2	2.4	i	9	i	37	1%	-0.38	-0.12	0.047	-0.28	i
Cc1[nH]nc(N)c1N=Nc1ccc(Br)cc1	55	48	7%	6.9	1032	3.1	2.8	13	i	-3	i	5	-2%	0.68	-0.18	1.1	-1.9	i
COC1CC(C)NC(=S)N1 (stereo unspecified)	.	.	7%	1.0	1274	.	.	.	.	.	i	33	-3%	0.84	-0.28	-0.013	0.23	i
Cc1ccc(N(Cc2ccc(C(=O)NN=C3CCN(C)CC3)cc2)S(C)(=O)=O)cc1C	2	1	0%	0.2	1094	1.7	3.6	4.7	i	-14	i	35	1%	-0.16	-0.25	0.00052	0.53	i
CCOC(=O)Cn1c(=O)oc2cc(S(=O)(=O)NCCc3ccc(OCC)c(OCC)c3)ccc21	-19	3	8%	1.0	1397	3.1	2.4	7.5	i	5	i	33	5%	1.4	-0.25	1	-1.5	i
CC(=O)c1c(N2CCN(C(=O)c3ccco3)CC2)nc(=S)n(-c2ccccc2)c1C	14	16	4%	.	.	4.3	2.2	8.4	i	3	i	15	15%	0.52	-0.22	-0.047	-0.78	i
O=c1cc2c(nn1Cc1ccccc1Cl)-c1ccccc1CC2	69*	29*	3%	3.8	1148	1.8	1.3	10.0	i	9	i	46	3%	1.2	-0.21	0.5	-1.1	i
CC(=O)c1ccc(NC(=O)Nc2ccncc2)cc1	2	27	-3%	1.1	920	4.4	1.2	4.8	i	9	i	32	-4%	-0.41	-0.24	-0.089	0.1	i
CCC(Oc1cc(Cl)ccc1Cl)C(=O)NNC(=O)CCC(=O)O (stereo unspecified)	-11	-17	5%	-0.7	552	2.9	3.2	5.2	i	7	i	27	-9%	-1	1	-0.65	0.64	i
COc1cc(NC(=O)c2ccco2)ccc1NC(=O)c1ccccc1Cl	1	8	11%	.	.	2.0	1.5	4.1	i	-5	i	27	-4%	0.18	-0.22	-0.11	-0.32	i
O=C(NCc1ccco1)c1cc(-c2ccc(F)cc2)on1	0	8	-2%	-0.8	953	3.6	1.8	6.5	i	20	i	39	5%	-1.3	-0.31	-0.57	0.73	i
CC(C)OC(=O)/C(=C/c1cccnc1)NC(=O)c1ccccc1	0	11	2%	-1.9	1099	3.6	4.3	3.1	i	8	i	38	-4%	0.043	-0.16	0.31	0.58	i
COc1ccccc1C(O)P(=O)(OC1CCCCC1)OC1CCCCC1 (stereo unspecified)	.	.	3%	1.6	1266	.	.	.	.	.	i	25	5%	0.92	-0.27	0.33	-0.33	i
O=C(NCc1ccco1)C1CCC(N2C(=O)C3C4CCC(C4)C3C2=O)CC1 (stereo unspecified)	-47	8	2%	-0.9	1427	1.7	2.2	6.8	i	-4	i	46	-4%	-0.78	-0.19	-0.59	0.63	i
O=C(/N=C1/c2ccccc2CN1c1ccccc1)Nc1ccccc1	-21	-5	4%	-1.1	1055	3.1	2.3	10	i	-10	i	5	4%	-0.7	-0.25	-0.34	0.53	i
CCOc1ccccc1CNn1nnnc1N	-2	-7	3%	1.0	1102	3.7	2.0	5.4	i	7	i	44	11%	-1.1	1.1	-0.53	0.77	i
COc1ccc(-c2nnc(-c3cccnc3)o2)cc1	16	10	4%	0.5	1433	2.6	1.5	11	i	-2	i	3	-1%	-0.7	-0.2	-0.96	0.55	i
CC1(C)Cc2c(C#N)c(NC3CCCCC3)nc(-c3ccco3)c2CO1	7	9	14%	-2.2	1140	3.9	1.9	8.2	i	-2	+	.	5%	-4.3*	0.59*	-1.3*	0.15*	i
Cc1ccc(C)c(S(=O)(=O)Nc2ccc3sc(C)nc3c2)c1	23	1	-6%	5.0	456	4.6	1.9	1.4	i	28	i	49	6%	-0.46	-0.22	0.13	-1.1	i
Cc1ccc(S(=O)(=O)N2CCCN(C(=O)OC(C)(C)C)CC2)cc1	.	.	8%	-0.8	1292	.	.	.	.	.	i	33	4%	-0.091	-0.21	0.4	0.22	i
NC(=O)c1csc(-c2ccncc2)n1	-21	-2	1%	1.5	1045	1.7	1.8	3.4	i	21	i	33	-7%	-1.1	-0.28	-0.45	0.075	i
Cc1ccc2cc(C(c3nnnn3Cc3ccccc3)N3CCc4ccccc43)c(=O)[nH]c2c1 (stereo unspecified)	-24	-16	7%	.	.	1.2	1.1	9.2	i	2	i	33	25%	0.43	-0.28	-0.048	0.27	i
CCOc1cccc(-c2nnc3n2N=C(c2cc(OC)ccc2OC)CS3)c1	27	16	12%	1.5	899	29*	56*	62*	i	44	i	60	6%	-1	-0.2	0.0096	0.99	i
Cc1ccc(NC(=O)/C(=C/c2ccc([N+](=O)[O-])cc2)NC(=O)c2ccccc2)cc1	.	.	5%	-0.2	1377	.	.	.	.	.	i	49	-2%	-0.66	-0.71	-0.55	-0.59	i
Cc1nn(-c2cccc(C(=O)O)c2)c(C)c1Oc1ccccc1O	22	14	8%	-4.0	975	2.7	1.4	10	i	6	i	61	-24%	0.12	-0.27	0.085	-0.36	i
COc1ccc(-c2ccc(OC)cc2)cc1	-8	1	3%	-0.6	1051	4.1	1.9	3.9	i	1	i	6	8%	0.65	-0.15	0.054	0.27	i
Cc1c(N2C(=O)CS/C2=N\N=C\c2ccccc2O)c(=O)n(-c2ccccc2)n1C	-8	7	11%	4.3	1425	1.3	1.8	8.2	i	4	i	45	13%	-0.29	-0.24	-0.55	0.25	i
Cc1cccc(C(=O)N2CCc3ccccc3C2)c1[N+](=O)[O-]	8	2	0%	0.2	1601	1.6	2.3	6.8	i	10	i	30	0%	-0.11	-0.095	-0.072	-0.72	i
Cc1cccc(N2CCN(c3nnc(C(F)(F)F)s3)CC2)c1	.	.	4%	-1.7	1367	.	.	.	.	.	i	42	16%	-0.36	-0.24	0.24	-0.14	i
O=C(c1ccco1)N1CCN(C(c2ccc(Cl)cc2)c2nnnn2Cc2ccccc2)CC1 (stereo unspecified)	10	-2	-4%	0.4	510	3.4	2.8	69	i	0	i	43	13%	-0.38	-0.28	0.042	0.1	i
CC(=O)c1c(C)[nH]c(C(=O)NCc2ccccn2)c1C	-7	-4	-2%	.	.	5.4	2.1	6.1	i	-18	i	37	10%	-0.42	-0.19	0.05	-0.072	i
O=C(Nc1ccc(CN2CCCCC2)cc1)c1ccc2c(c1)OCO2	20	4	0%	.	.	7.2	0.2	71	i	5	i	48	1%	-0.72	-0.28	-0.1	0.075	i

Nothing new here: an excerpt of the list.
SMILES	WT yeast gro inh	WT yeast gro inh mutant strain	P. falciparum M1AAP	b-catenin transl	b-catenin transl cell count 5 µM	MT stabilizer	MT stabilizer Hoechst-high %	MT stabilizer cytotoxicity %	Autophagy mod	Autophagy mod cell loss 18 h	T cell HTS	T cell HTS vesicle-bound %	P. falciparum M17LAP	Dynein cargo inh	Dynein cargo inh cytoplasmic EGFP	Dynein cargo inh nuclear GR-EGFP	Dynein cargo inh cell count	Yfh1-depleted yeast
CC(=O)c1c(C)[nH]c(C(=O)NCc2ccccn2)c1C	-7	-4	-2%	.	.	5.4	2.1	6.1	i	-18	i	37	10%	-0.42	-0.19	0.05	-0.072	i
O=C(Nc1ccc(CN2CCCCC2)cc1)c1ccc2c(c1)OCO2	20	4	0%	.	.	7.2	0.2	71	i	5	i	48	1%	-0.72	-0.28	-0.1	0.075	i

Screens deposited in PubChem BioAssay by several laboratories.
